Source: PubChem (several laboratories)
CHRM1 PAM: human M1 muscarinic receptor positive allosteric modulators, primary screen, CHO-K1 cells, Fluo-8 calcium fluorescence, 1536-well; AID 588819, 2011; 360,000 tested, 0.088% active; CHO-K1 hM1, ACh EC20; 0% = ACh EC20, 100% = maximal ACh; activation, % at 3 µM; in the data active = activation above about 19%, passing the limit was not always enough
CHRM4 agonist: human M4 muscarinic receptor agonists, primary screen, CHO-K1 cells, Fluo-8 calcium fluorescence. Muscarinic acetylcholine receptor M4 (Homo sapiens), P08173. CHO-K1 hM4/Gqi5; vehicle 0%, full acetylcholine response 100%. activation, % at 3 µM. 360,000 tested, 0.14% active;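 active = activation above the run mean over all test wells plus 3 SD, cut at about 32% in these data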;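 also: peak over basal fluorescence ratio per well then scaled between controls; 0% = DMSO wells and 100% = acetylcholine at EC100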
Target sequence (P08173 whole entry, looked up): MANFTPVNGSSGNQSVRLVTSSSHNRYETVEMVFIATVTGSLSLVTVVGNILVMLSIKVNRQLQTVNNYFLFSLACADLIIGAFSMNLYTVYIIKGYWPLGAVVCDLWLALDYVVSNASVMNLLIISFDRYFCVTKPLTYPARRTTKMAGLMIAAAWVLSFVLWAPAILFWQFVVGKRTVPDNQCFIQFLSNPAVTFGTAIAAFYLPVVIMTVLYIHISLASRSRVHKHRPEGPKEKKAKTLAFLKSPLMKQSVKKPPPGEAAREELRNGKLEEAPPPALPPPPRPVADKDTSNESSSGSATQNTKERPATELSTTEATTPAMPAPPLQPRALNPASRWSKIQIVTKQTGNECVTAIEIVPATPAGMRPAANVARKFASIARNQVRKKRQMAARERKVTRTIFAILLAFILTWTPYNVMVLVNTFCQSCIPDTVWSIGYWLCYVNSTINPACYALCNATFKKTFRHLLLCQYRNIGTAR
M5 antag: human M5 muscarinic receptor antagonists, primary screen, CHO cells, Fluo-8 calcium fluorescence | 360,000 tested, 0.59% active | AID 624040, 2012 | inhibition, % at 3 µM | Muscarinic acetylcholine receptor M5 (Homo sapiens), P08912 | CHO-hM5 cells, ACh EC80;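 active = inhibition above a per-plate cutoff, the mean of that plate's test compounds plus 3 SD, cut at about 27% in these data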;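 also: 0% = acetylcholine EC80 with DMSO and 100% = DMSO without agonist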
M5 ag: human M5 muscarinic receptor agonists, primary screen, CHO-K1 cells, Fluo-8 calcium fluorescence; 360,000 tested, 0.19% active; AID 624037, 2012; activation, % at 3 µM; CHO-K1 hM5 cells; 0% DMSO wells, 100% maximal acetylcholine response;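 active = activation above the run's mean over test compounds plus 3 SD, cut at about 23% in these data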;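 also: signal is peak over basal fluorescence ratio across the kinetic read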
M1 antag: human M1 muscarinic receptor antagonists, primary screen, CHO-K1 cells, Fluo-8 calcium fluorescence, 1536-well. Muscarinic acetylcholine receptor M1 (Homo sapiens), P11229. CHO-K1 hM1, ACh EC80 antagonist. inhibition, % at 3 µM. 360,000 tested, 1.3% active. AID 588852, 2011;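 active = percent inhibition above its own plate's cutoff, namely the mean of that plate's compound wells plus 3 SD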;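 also: peak over basal fluorescence ratio during 140 s after agonist addition; 0% = ACh EC80 plus DMSO and 100% = DMSO alone without agonist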
CHRM4 antagonist: human M4 muscarinic receptor antagonists, primary screen, CHO cells, Fluo-8 calcium fluorescence | Muscarinic acetylcholine receptor M4 (Homo sapiens), P08173 | CHO-hM4 cells, ACh EC80 | inhibition, % at 3 µM | 360,000 tested, 0.73% active;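 active = inhibition above its plate's cutoff, the mean inhibition of sample wells plus 3 SD, cut at about 27% in these data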;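 also: 0% = acetylcholine EC80 with DMSO and 100% = DMSO without agonist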
CRFBP-R2 agonist: agonists of CRF-BP/CRF-R2 complex, primary screen, cell-based, HEK293, calcium dye fluorescence, uHTS | CRF-binding protein / CRF receptor 2 complex (human) | calcium dye fluorescence (FLIPR); percent of saturating CRF peptide response | activation, % at 13.2 µM | 350,000 tested, 0.46% active | AID 588473, 2011;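 active = activation of at least 50%, plus an integration ratio under a set limit after plate pattern correction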;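 also: plate controls were neutral control wells without compound for no effect and CRF at EC100 for full effect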
M5 PAM: human M5 muscarinic receptor positive allosteric modulators, primary screen, CHO-K1 cells, Fluo-8 calcium fluorescence | Muscarinic acetylcholine receptor M5 (Homo sapiens), P08912 | CHO-K1 hM5, ACh EC20 PAM; 0% = ACh EC20, 100% = ACh EC100 | activation, % at 3 µM | 360,000 tested, 0.3% active | AID 624038, 2012;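 active = activation above the run cutoff, the mean activation of all test compounds plus 3 SD, cut at about 18% in these data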
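Test system: CHO-K1 hM5 cells / Doses: single-point, 3 µM nominal / Times: Post-acetylcholine fluorescence recording 140 s / Technique: Fluo-8 calcium fluorescence / Measure: Max/basal fluorescence ratio as % of EC20–EC100 ACh window / Benchmarks: low control EC20 acetylcholine (0%), high control EC100 acetylcholine (100%) / Replicates: one well per compound, no replicates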
M4 PAM: human M4 muscarinic receptor positive allosteric modulators, primary screen, CHO-K1 cells, Fluo-8 calcium fluorescence | Muscarinic acetylcholine receptor M4 (Homo sapiens), P08173 | CHO-K1 hM4/Gqi5, ACh EC20; 0% = ACh EC20, 100% = maximal ACh | activation, % at 3 µM | 360,000 tested, 0.4% active | AID 624126, 2012;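 active = activation above its plate's cutoff, the mean activation of sample wells plus 3 SD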; also: some results filed as inactive read as strong as hits
An asterisk follows results filed as active; / = not tested or not shown.

SMILES	CHRM1 PAM	CHRM4 agonist	M5 antag	M5 ag	M1 antag	CHRM4 antagonist	CRFBP-R2 agonist	M5 PAM	M4 PAM
O=C(Nc1ccc(Cl)cc1)Nc1ccc(C(=O)N2CCOCC2)cc1	6	5	4	6	-11	-4	1.0	-3	-17
O=C(CNC(=O)c1cccs1)OCC(=O)c1cccs1	4	0	-1	-4	-11	2	-2.5	0	-4
Nc1ccc(Nc2ccccc2)cc1	-7	0	3	-2	6	2	-0.7	-1	-4
COc1ccc(COC(=O)C2=C(C)NC(=O)NC2c2cc(Br)c(O)c(OC)c2)cc1 (centres undefined)	1	3	7	3	8	6	-0.5	1	-3
CC1CCc2c(nc3nc[nH]n3c2=O)C1 (centres undefined)	12	-1	-9	2	-6	9	-0.7	4	14
Cc1cnc(C(=O)N2CCN(S(=O)(=O)c3ccc4ccccc4c3)CC2)cn1	-3	1	-1	3	6	5	0.9	1	-5
COCCCn1cnc2c(c1=O)c1nc3ccccc3nc1n2-c1ccccc1	10	1	-4	0	-9	-3	-1.9	-2	9
Cc1ccccc1N1CC(C(=O)Nc2nnc(SCc3ccccn3)s2)CC1=O (centres undefined)	-4	1	14	-3	2	1	-0.1	-8	-4
CCC1(c2ccccc2)NC(=O)N(CC(=O)N(C)CC(=O)Nc2c(C)cccc2C)C1=O (centres undefined)	4	0	-3	-5	-6	-15	0.7	3	11
CCCCCCCc1nc2sc3c(c2c(=O)n1N)CC(C)(C)OC3	9	0	15	-2	-11	7	2.0	-1	7
O=C1Nc2ccccc2N=C(c2ccccc2)C1N1CCOCC1 (centres undefined)	7	0	-2	-2	-14	-4	0.9	2	2
CN(C(=O)c1ccoc1)c1ccc2ccccc2c1	7	3	1	1	-7	4	-1.1	-3	-1
O=C(Cc1ccccc1)NCc1ccccn1	9	1	7	3	-4	-2	1.7	3	2
O=C(c1cccc(Oc2ccc([N+](=O)[O-])cc2Cl)c1)N1CCCCC1	5	0	2	-4	0	3	0.2	-4	-5
O=C1c2ccccc2C(=O)C1c1ccc(O)cc1	-4	3	5	2	6	-1	2.5	-9	4
O=C(/C=C/[C@H]1O[C@@H](n2ccc(=O)[nH]c2=O)[C@H](O)[C@@H]1O)NCc1cccc2ccccc12	-1	1	2	1	-14	-8	/	0	3
C#CCOc1ccc(C2C(C#N)=C(N)Oc3cc(O)ccc32)cc1 (centres undefined)	2	6	4	8	-14	-4	31	2	-4
Brc1cc2c(cc1Cn1c(-c3cncs3)nc3ccccc31)OCO2	0	0	3	0	-21	6	1.9	-4	13
O=C(c1ccc2snnc2c1)N1CCCCC1	1	1	0	-2	-15	-2	-1.1	5	-1
Cc1ccc(CN2CCN(Cc3ccccc3-c3ccco3)CC2CCO)o1 (centres undefined)	-5	3	5	-3	8	-8	2.0	13	5
CC1=C/C(=N\S(=O)(=O)c2ccccc2)C(C(C)C)=CC1=O	14	1	3	0	-2	9	81*	2	6
CN(C)S(=O)(=O)c1ccc(N2CCCC2)c(C(=O)Nc2ccccc2N2CCOCC2)c1	7	3	1	-4	-14	-5	-1.1	-9	-9
Cc1ccc(C2=NS(=O)(=O)N(C)C(C(=O)Nc3ccc(F)cc3F)=C2)cc1	-24	27	18	8	34*	14	-3.2	-22	-15
CCOC(=O)C(NS(=O)(=O)c1ccccc1)(C(F)(F)F)P(=O)(OC(C)C)OC(C)C (centres undefined)	9	0	0	0	-12	0	2.4	0	2
CCN(C(=O)CSc1nnc(NC2CCCCC2)s1)C1CCS(=O)(=O)C1 (centres undefined)	8	0	-5	1	-8	7	-0.7	1	6
CC(C)c1nnc(NC(=O)CCS(=O)(=O)c2ccccc2)s1	10	0	-6	0	-8	-3	-0.8	7	5
COc1ccc(NC(=O)c2cccnc2N2CCCCC2)cc1	4	-1	4	-2	-4	8	1.4	-1	8
COC(=O)C1=C(N)Oc2cc(C)[nH]c(=O)c2C1c1ccc(Cl)cc1 (centres undefined)	5	0	6	0	-6	0	-6.7	0	-4
COc1cc(N(C)C)ccc1[C@]1(O)C(=O)N(C)c2ccc(Br)cc21	/	6	-4	3	/	-9	/	5	13
Cc1cccc(NC(=O)CSc2nnc(-c3ccccc3Br)o2)c1C	0	3	2	-4	-11	-8	-1.5	5	17
CCOC(=O)C1CCCN(C(=O)c2cc(COc3ccc(C)nc3)on2)C1 (centres undefined)	-4	6	1	4	4	7	-0.7	1	-2
O=C(NC1CCCCCCC1)c1ccc(F)cc1	10	0	4	-1	-17	-1	-0.3	-2	5
c1cc2c3c(cccc3c1)NC1(CCC3(CC1)Nc1cccc4cccc(c14)N3)N2	4	3	11	0	-11	0	16	-1	0
C=CCSc1nnc(NC(=O)CSc2nnc(C)s2)s1	1	1	-3	0	-31	-7	0.6	-4	1
CCC(Oc1ccccc1)C(=O)Nc1ccccn1 (centres undefined)	-3	0	4	-2	15	0	-0.1	-6	-1
Cc1cc(C(=O)c2ccc(C(C)(C)C)cc2)c(NC(=O)CCl)s1	9	0	-7	2	-7	-1	2.8	9	10
CC(C)CS(=O)(=O)C1=NN2C(=N)/C(=C\c3ccc(OC(=O)c4ccco4)cc3)C(=O)N=C2S1	7	0	-11	-1	-11	2	-0.5	9	4
OC(c1ccco1)c1nc(-c2ccc(F)c(Cl)c2)cs1 (centres undefined)	5	3	-3	1	-13	-4	/	-1	0
C[C@H]1CN([C@@H](C)CO)C(=O)CCCn2cc(nn2)CO[C@@H]1CN(C)C(=O)Nc1ccc(N2CCN(C)CC2)cc1	-7	1	-12	2	3	-4	-0.7	7	6
O=C(Nc1ccccc1)P(=O)(O)c1ccccc1	8	0	1	2	-15	-4	-0.6	-1	2
O=C(NCCCN1CCOCC1)C(=O)c1c[nH]c2ccccc12	8	1	1	-3	-10	8	2.6	2	-1
Cc1ccc(S(=O)(=O)NCC2CCC(C(=O)NCCCN3CCC(C)CC3)CC2)cc1 (centres undefined)	8	1	0	-2	-11	-6	-1.2	-2	4
CC(C)NC(=O)NC(=O)COC(=O)CCOc1ccccc1	-1	0	-3	0	4	3	-0.1	2	1
CCCCN(C)CCC(=O)Nc1ccc(F)c(F)c1	0	2	1	-2	-2	5	1.7	-1	2
O=C(NNC(=O)c1ccc2c(c1)OCO2)NC12CC3CC(CC(C3)C1)C2	1	1	13	-1	7	-3	-1.4	-9	-4
CC(=O)Nc1ccc(OCC(=O)NCc2ccc(C)cc2)cc1	13	0	2	3	-13	-6	-1.8	5	-1
COc1cc(/C=N/NC(=O)c2ccoc2C)cc(OC)c1OC	0	0	-6	0	1	-17	-0.8	-3	11
O=C(NNc1nc2ccccc2s1)C1CC1	8	0	-3	3	-31	-15	-1.1	3	2
O=C(NC(=S)/C(=C1\CCCCCN1)[N+](=O)[O-])c1ccccc1	-9	0	12	-5	16	14	-0.7	-5	-2
COc1ccccc1NC(=O)c1ccc(N2CC3CC(C2)c2cccc(=O)n2C3)c(NC(=O)c2cccnc2)c1 (centres undefined)	8	1	-8	-3	-12	-6	-0.3	-1	10
CC1(C)CC(=O)C=C(c2ccc(F)nc2)C1	4	1	-9	1	0	-17	0.2	10	5
COc1ccc(C(C(=O)NC(C)(C)C)n2c(=O)c(-c3ccccc3)nc3ccccc32)cc1 (centres undefined)	/	-1	0	-4	/	-15	/	-2	2
COC(=O)C1CCN(C(=O)c2ccc(OC3CCN(Cc4ccccn4)CC3)cc2)CC1	1	0	4	-6	4	-8	10	1	-2
O=C(NCc1cccc(Cl)c1)c1cccc(S(=O)(=O)N2CCCC2)c1	-2	1	3	1	3	-3	87*	2	-1
CCOc1cc(Br)c(CN2C(=O)NC3(CCCCCC3)C2=O)cc1OCC	-1	6	5	0	-1	-10	-1.4	-2	-9
CC1(C)CC2CN(C(=O)Cc3ccccc3)C(C)(C2)C1 (centres undefined)	4	1	-7	-3	-8	-3	0.4	13	7
